UHRF1 MBD2 ctr = UHRF1 methyl-DNA binding inhibition. Q96T88. UHRF1 binding to methylated oligo, TR-FRET. inhibition, % at 4.4 µM. actives 0.75% (n = 370,000); in the data active = inhibition above about 21%;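 note: UHRF1 SRA domain binding a hemimethylated CpG hairpin DNA probe; 0% = median of test compound wells and 100% = reference inhibitor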
Target sequence (Q96T88 whole entry, looked up, the tested form may be a part): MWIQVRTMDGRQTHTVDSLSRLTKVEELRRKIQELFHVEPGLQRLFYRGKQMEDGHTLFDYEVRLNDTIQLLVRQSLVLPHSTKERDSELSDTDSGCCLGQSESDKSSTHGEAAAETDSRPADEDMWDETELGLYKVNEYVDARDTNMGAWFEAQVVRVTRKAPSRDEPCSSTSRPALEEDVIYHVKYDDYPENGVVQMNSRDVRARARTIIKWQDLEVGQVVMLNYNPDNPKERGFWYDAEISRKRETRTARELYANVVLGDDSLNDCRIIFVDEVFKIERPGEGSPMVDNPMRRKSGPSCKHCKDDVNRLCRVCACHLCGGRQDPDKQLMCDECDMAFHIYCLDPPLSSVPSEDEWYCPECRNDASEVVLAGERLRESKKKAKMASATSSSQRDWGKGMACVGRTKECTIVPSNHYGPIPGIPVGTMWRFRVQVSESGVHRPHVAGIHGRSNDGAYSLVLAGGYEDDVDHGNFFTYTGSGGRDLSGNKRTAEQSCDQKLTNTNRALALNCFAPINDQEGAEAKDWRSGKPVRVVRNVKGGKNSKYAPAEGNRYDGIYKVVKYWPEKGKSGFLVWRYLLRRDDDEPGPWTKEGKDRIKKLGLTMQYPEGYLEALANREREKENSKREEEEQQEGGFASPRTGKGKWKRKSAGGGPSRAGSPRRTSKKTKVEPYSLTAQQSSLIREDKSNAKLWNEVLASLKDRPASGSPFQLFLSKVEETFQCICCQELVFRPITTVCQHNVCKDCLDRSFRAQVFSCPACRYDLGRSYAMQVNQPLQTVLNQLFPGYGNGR
TCR CD3 inh = inhibitors of human TCR-CD3 interaction; AID 651800; TAMRA-labeled TCR probe fluorescence, biochemical; inhibition, % at 9.4 µM; actives 0.37% (n = 360,000); in the data active = inhibition above about 19%;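 note: recombinant mutant TCR 2C K166C tagged with TAMRA read by polarization; 0% = receptor in buffer alone and 100% = receptor with positive control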
ABHD4 inh = inhibits mouse alpha/beta hydrolase domain 4; actives 0.54% (n = 370,000); inhibition, % at 8.92 µM; purified mABHD4, FP-Rh probe fluorescence polarization; Q8VD66;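 active = inhibition exceeding the mean over every tested compound plus 3 SD, cut at about 30% in these data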;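 note: 0% = plate median of compound wells and 100% = S159A mutant with DMSO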
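system = mouse ABHD4 enzyme, wild type | medium = HEPES pH 7.0, NaCl, Pluronic buffer | also added = FP-Rh probe | incubation = Enzyme–compound pre-incubation 45 min, then probe 60 min, both 25 °C | technique = fluorescence polarization, excitation 525 nm, emission 598 nm, BODIPY TMR filters | controls = S159A mutant high control, sample median low control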
LEDGF integ inh = blocks HIV-1 LEDGF/p75-dependent DNA integration; TR-FRET IN-LEDGF/p75 DNA integration, Eu/Cy5; inhibition, % at 3.7 µM; actives 0.64% (n = 370,000); AID 743269;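 active = inhibition above the screen-wide mean plus 3 SD, cut at about 13% in these data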;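 note: signal is the Cy5 over europium emission ratio at 671 and 618 nm; 0% = plate median of compound wells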
HTRA1 inhibitor = inhibitors of human serine peptidase HTRA1; Q92743; recombinant HTRA1, FP-rhodamine activity-based probe, fluorescence polarization; inhibition, % at 5.96 µM; actives 0.5% (n = 340,000); AID 504803; in the data active = inhibition above about 36%;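 note: 0% = enzyme with DMSO and 100% = wells lacking enzyme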
PRMT1 FP inh = inhibitors of human PRMT1 | recombinant PRMT1, activity-based probe fluorescence polarization | inhibition, % at 2.79 µM | actives 1.3% (n = 370,000);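 active = inhibition above about 21% made by adding two undisclosed values, limit read from the data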
PG9 binder = small molecules binding HIV-1 gp120 antibody PG9 | TR-FRET gp120-PG9 antibody binding | inhibition, % at 6.7 µM | actives 0.43% (n = 360,000) | AID 624416; in the data active = inhibition above about 8.5%
rCAG RNA binder = binds r(CAG) RNA repeats; inhibition, % at 3 µM; AID 651821; actives 1.3% (n = 370,000); r(CAG) RNA repeat, TO-PRO-1 dye displacement fluorescence;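 active = inhibition above the plate cutoff, the mean of all test compounds on that plate plus 3 SD, cut at about 35% in these data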;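 note: 0% = DMSO alone and 100% = 100 µM mitoxantrone as full dye displacement; higher means more dye released from RNA so lower well fluorescence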
NR1D1 modulator = modulates human Rev-erb alpha binding to DNA. actives 0.79% (n = 370,000). Rev-erbα–FITC-DNA binding, fluorescence polarization, 90 min. activity, % at 10 µM. P20393. AID 1259318;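 active = activity above about 14%, limit read from the data; passing the limit was not always enough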;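 note: 0% = DMSO wells with 35 nM protein and 100% = DMSO wells with 750 nM protein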
MBD2 inh = MBD2-methylated oligo binding inhibition; Q9UBB5; actives 0.31% (n = 370,000); inhibition, % at 4.4 µM; AID 686964; TR-FRET, MBD2 binding to methylated oligonucleotide; in the data active = inhibition above about 13%
Starred values were filed as active, the others as inactive; . = not tested or not shown.

canonical_smiles	UHRF1 MBD2 ctr	TCR CD3 inh	ABHD4 inh	LEDGF integ inh	HTRA1 inhibitor	PRMT1 FP inh	PG9 binder	rCAG RNA binder	NR1D1 modulator	MBD2 inh
COc1ccc2c(c1)CCC/C2=N/OC(=O)c1ccccc1OC	-1	-1	3	-2	-37	2	-3.2	-6	-1	1
O=C(Cn1c(CN2CCCCC2)nc2ccccc2c1=O)NC1CCCCC1	0	4	4	0	-3	-1	-1.8	-6	-9	0
COc1ncnc2c1ncn2CCCN[C@H](C)c1cccc2ccccc12	0	1	-1	1	7	-10	-1.5	-1	5	5
COCCNC(=O)C(OC(=O)c1nsc(Cl)c1Cl)C(C)C (stereo not given)	-3	10	1	3	1	-1	-0.8	-3	-8	-5
CC(C)(C)C1=C(C#N)C(c2cccnc2)C(C#N)=C(N)O1 (stereo not given)	0	1	4	1	0	1	-2.0	0	1	-4
Cc1nnc2n1N=C(c1ccc(F)cc1F)CS2	-2	-2	-1	0	-3	2	2.2	0	3	-5
CN(c1ccccc1N(C)S(=O)(=O)c1ccccc1)S(=O)(=O)c1ccccc1	-1	-1	0	2	3	-4	-0.6	-3	0	3
Cc1nccc2[nH]c(=O)c(C(=O)NC3CCCCC3C)cc12 (stereo not given)	-2	7	-2	-3	2	-1	1.2	-3	0	2
COc1ccc(C)cc1N(C(=O)c1snc(C(N)=O)c1N)C(C(=O)NC1CCCCC1)c1ccc(C)o1 (stereo not given)	-3	9	-2	3	-12	1	-1.1	5	-6	-3
Cc1ccc(C(=O)CSc2nc3ccccc3c(=O)[nH]2)cc1C	-1	8	-2	2	-14	-3	1.3	7	9	-3
COc1ccccc1C(=O)NC1CC2CCC(C1)N2Cc1ccccc1 (stereo not given)	-1	7	2	3	8	-7	-2.0	-4	8	-2
O=C(Nc1ccc2c(c1)OCO2)c1nn(-c2ccccc2)c(=O)c2ccccc12	1	15	3	-4	5	2	-1.5	-2	-2	1
O=C(COC(=O)c1ccc(Cl)nc1)Nc1c(Cl)cccc1C(F)(F)F	1	-1	-2	-8	0	3	2.8	-5	-10	1
O=C(CNC(=O)C12CC3CC(CC(C3)C1)C2)NC1=NCCS1	-4	5	7	-6	-1	4	1.1	-3	0	-6
Cc1ccc(NC(=O)COC(=O)CCc2nc3ccccc3n2-c2ccccc2)c(C)c1	7	5	1	0	7	0	-4.4	-1	0	7
c1ccc(-n2ncc3c2ncn2nc(CSc4nc5ccccc5s4)nc32)cc1	-5	6	0	-1	-2	1	-2.0	2	9	1

Another view of four compounds above:
O=C(COC(=O)c1ccc(Cl)nc1)Nc1c(Cl)cccc1C(F)(F)F
- UHRF1 MBD2 ctr: 1
- TCR CD3 inh: -1
- ABHD4 inh: -2
- LEDGF integ inh: -8
- HTRA1 inhibitor: 0
- PRMT1 FP inh: 3
- PG9 binder: 2.8
- rCAG RNA binder: -5
- NR1D1 modulator: -10
- MBD2 inh: 1

O=C(CNC(=O)C12CC3CC(CC(C3)C1)C2)NC1=NCCS1
- UHRF1 MBD2 ctr: -4
- TCR CD3 inh: 5
- ABHD4 inh: 7
- LEDGF integ inh: -6
- HTRA1 inhibitor: -1
- PRMT1 FP inh: 4
- PG9 binder: 1.1
- rCAG RNA binder: -3
- NR1D1 modulator: 0
- MBD2 inh: -6

Cc1ccc(NC(=O)COC(=O)CCc2nc3ccccc3n2-c2ccccc2)c(C)c1
- UHRF1 MBD2 ctr: 7
- TCR CD3 inh: 5
- ABHD4 inh: 1
- LEDGF integ inh: 0
- HTRA1 inhibitor: 7
- PRMT1 FP inh: 0
- PG9 binder: -4.4
- rCAG RNA binder: -1
- NR1D1 modulator: 0
- MBD2 inh: 7

c1ccc(-n2ncc3c2ncn2nc(CSc4nc5ccccc5s4)nc32)cc1
- UHRF1 MBD2 ctr: -5
- TCR CD3 inh: 6
- ABHD4 inh: 0
- LEDGF integ inh: -1
- HTRA1 inhibitor: -2
- PRMT1 FP inh: 1
- PG9 binder: -2.0
- rCAG RNA binder: 2
- NR1D1 modulator: 9
- MBD2 inh: 1

The main list resumes, repeating the two entries before the break.
canonical_smiles	UHRF1 MBD2 ctr	TCR CD3 inh	ABHD4 inh	LEDGF integ inh	HTRA1 inhibitor	PRMT1 FP inh	PG9 binder	rCAG RNA binder	NR1D1 modulator	MBD2 inh
Cc1ccc(NC(=O)COC(=O)CCc2nc3ccccc3n2-c2ccccc2)c(C)c1	7	5	1	0	7	0	-4.4	-1	0	7
c1ccc(-n2ncc3c2ncn2nc(CSc4nc5ccccc5s4)nc32)cc1	-5	6	0	-1	-2	1	-2.0	2	9	1
COc1ccccc1C1=NC(c2ccc(F)cc2)N=C1C (stereo not given)	-2	-5	3	-1	-8	-2	-2.0	-5	-2	1
CC[C@@H](C)[C@H](CN[C@H](CNC)[C@@H](C)O)NCCc1ccc(OC)cc1	-4	7	6	-3	1	0	-1.3	0	-3	-1
CCOc1ccccc1CNS(=O)(=O)c1cc(-c2cc(C)no2)ccc1OC	0	4	-2	-4	-12	-4	-0.4	3	3	-2
C[C@@H]1ON(C)[C@H]2C[C@H]3c4[nH]c5cccc(-c6ccc7c(c6)OCO7)c5c4CCN3C[C@@H]12	4	.	0	4	.	-3	.	6	1	1
CCC(c1nnnn1Cc1cccs1)N1CCN(C2CCCC2)CC1 (stereo not given)	-1	7	5	0	0	0	-1.5	-3	-3	1
O=C(OCC#CCSc1nnc(-c2cccc3ccccc23)o1)c1csc2ccccc12	1	.	0	1	.	1	.	.	2	-7
CN1C2C(Br)CCCCN2c2ccc(F)cc2S1(=O)=O (stereo not given)	1	1	4	1	-2	-1	-0.7	0	2	0
CCCCNc1nc2c(c(=O)n(C)c(=O)n2C)n1Cc1cccc(OC)c1	2	0	-5	3	-2	2	1.6	-9	2	-4
Oc1c(Cl)cc(Oc2cc(Cl)c(O)c(CN3CCOCC3)c2)cc1CN1CCOCC1	0	-3	-2	1	-2	-2	0.1	4	-4	-2
CNC(=O)c1c(Cl)cnn1-c1ccc(C)cc1	-1	6	0	-1	0	-2	-1.3	-1	-7	3
COc1cccc(C(=O)Nc2cc(S(=O)(=O)N3CCCCC3)ccc2OC)c1	3	2	-17	8	-38	-4	-2.0	0	3	-9
O=C(Cc1ccc(Cl)cc1)NCCS(=O)c1ccc(Cl)cc1 (stereo not given)	0	1	-4	-1	4	-3	-0.1	-6	-1	-3
Cc1nn2c(=O)cc(CSCC(=O)Nc3ccccc3F)nc2s1	1	-3	1	-5	4	2	0.1	0	3	1
Cc1cc(C)cc(N(CCC(=O)Nc2nnc(C)s2)S(=O)(=O)c2ccc(Cl)cc2)c1	0	4	5	2	-2	-2	-1.3	-2	-7	6
N/C(=N\OC(=O)C1CCCCC1)c1ccncc1	3	-3	-8	-2	1	-3	-4.3	-1	1	-4
N#C/C(=N\Nc1cccc2ccccc12)c1nnc2n1CCCCC2	-2	14	1	1	8	-1	-2.8	7	-4	-3
COc1cccc(Nc2nnc(Cc3cccnc3)c3ccccc23)c1	4	-7	3	-6	-6	0	-1.1	1	-5	3
COc1ccccc1N(CC(=O)NC1CCCCC1)C(=O)CCC(=O)Nc1ccccn1	0	1	-3	-1	-2	1	-0.8	-7	-5	1
Cc1nc2ccccc2c2oc(C(=O)Nc3ccc(C(C)C)cc3)cc12	0	6	-55	2	-94	1	-3.3	4	3	0
CN(CCC#N)C(=O)CSc1nnc(-c2ccco2)n1N	-2	2	-5	-3	-3	1	1.0	2	-1	-3
CC(=O)Nc1ccc(NC(=O)COC(=O)c2ccccc2SCC(=O)N2CCCC2)cc1	-1	6	2	0	2	29*	0.9	2	-5	-4
CC(C)(C)C1CCC2(CC1)C(C#N)=C(SCC(=O)Nc1ccccc1)NC(=O)C2C#N (stereo not given)	5	-2	-11	-5	-78	5	1.5	16	-2	1
N#Cc1c(NC(=S)NC(=O)C2CCCC2)sc2c1CCCCC2	0	-1	-6	-2	-37	11	-2.3	5	6	2
CCc1cc(CNC(=O)C2CCC(=O)N(CCc3cccc(F)c3)C2)on1 (stereo not given)	-3	0	-7	5	-1	-5	-1.9	-2	-2	-6
Cn1c(=O)n(C)c2cc(/C=N/NC(=O)c3cccc(Br)c3)ccc21	-3	2	-3	2	-6	-1	1.8	0	49*	-2
COc1ccc(OC)c(S(=O)(=O)N2CCC(C(=O)NCC3CCCO3)CC2)c1 (stereo not given)	3	3	6	1	3	-4	-0.3	1	1	2
COc1ccc(CN(C)S(=O)(=O)c2nnc(NC(=O)c3cccc(OC)c3)s2)cc1	-2	4	-25	0	-43	-3	1.0	67*	-4	1
COc1ccc(S(=O)(=O)N2CCOCC2)cc1NC(=O)c1ccncc1	1	-4	-15	-8	-8	4	-0.3	-1	3	10
O=C(NCc1cccnc1)c1ccc(NS(=O)(=O)c2cccc([N+](=O)[O-])c2)cc1	0	0	0	-2	-3	2	-1.4	4	-7	-8
CCCCCn1c(=O)[nH]c2cc(C(=O)N3CCN(Cc4ccc5c(c4)OCO5)CC3)ccc2c1=O	-3	4	5	-2	-6	-3	2.0	-1	-2	-6
O=C(Nc1ccc([N+](=O)[O-])cc1Br)c1cc2ccccc2nc1Cl	-2	-7	0	-2	0	4	0.9	-1	-1	0
CCNNC(=O)C(O)(Cc1ccccc1)Cc1ccccc1	-2	-4	3	0	2	0	-0.8	-1	-1	-5
CCOc1cc(/C=N\NC(=O)Cn2nc([N+](=O)[O-])cc2C)ccc1OCc1cccc2ccccc12	-1	3	-10	0	-33	-2	-0.9	15	-2	0
Cc1ccc(NC(=O)C(C)Sc2nc(=O)cc(N)n2-c2ccccc2)cc1 (stereo not given)	1	9	-16	-4	-2	0	0.6	8	-4	1
O=C(CSc1ccccn1)c1ccc(F)cc1	-4	5	0	2	-3	27*	2.0	1	4	-6
COc1ccc(-c2cc(C(=O)NCCc3ccc(S(N)(=O)=O)cc3)c3ccccc3n2)cc1	0	-1	-9	-5	-8	0	-0.1	18	4	5
O=C(Oc1cccc2cccnc12)c1ccc(Br)o1	0	-7	11	0	1	0	0.9	-1	1	2
CCOC(=O)CSCc1nc(-c2ccc(Cl)cc2)oc1C	2	-7	3	1	0	2	-0.2	-3	0	4
CC1Cc2ccccc2N1C(=O)COC(=O)c1ccc(O)cc1 (stereo not given)	2	-6	1	-1	-8	6	2.6	7	0	2
CC(C)OC(=O)c1c(F)c(F)c(N2CCOCC2)c(F)c1F	-3	8	-1	0	12	2	-0.1	-1	1	-1

The list is partial (hit frequency here may not be typical).
